Source: PubChem BioAssay (several laboratories)
P. falciparum M17LAP: P. falciparum M17LAP inhibitors, primary screen, biochemical, fluorogenic H-Leu-NHMec substrate, 1536-well (AID 1619) | recombinant M17LAP, H-Leu-NHMec fluorogenic kinetic assay; higher % means a stronger effect | inhibition, % at 30 µM, or IC50 in µM where a hit was titrated | 0.38% of 220,000 active;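 active means compound inhibiting the enzyme by more than half at any dose during confirmatory dose-response retesting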;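 further: plate controls were full reaction with DMSO carrier for no effect and no enzyme background for full effect; strong numbers were not always called active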
MT stabilizer: stabilizes microtubules in HeLa cells | % tubulin-high responders, % at 10 µM | 0.83% of 200,000 active | HeLa tubulin immunostaining HCS, 24 h; share of cells brighter than vehicle mean+2SD | AID 2205;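 active means plate Z-score above 3 for both tubulin-high and condensed-nucleus cell shares, with cell loss under 80%, at 10 µM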;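 further: anti alpha tubulin signal scored within the nucleus-defined area of each cell; some results filed as inactive read as strong as hits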
WT yeast gro inh: growth inhibition of WT yeast, mitochondrial fusion screen | mitochondrial fusion phenotypic screen, WT strain | inhibition, % at 10 µM | 2.1% of 190,000 active; in the data active means inhibition above about 58%; tested in S. cerevisiae
Yfh1-off respiration: mitochondrial function rescue without frataxin homolog – Friedreich's ataxia, plus single-dose screen, dose response (AID 1465); S. cerevisiae Yfh1-off respiration, WST-1 reduction, 72 h; higher fold induction means a stronger effect; fold induction at 50 µM; hits with a dose series show EC50 in µM; 0.074% of 220,000 active;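 active means fold induction of absorbance versus untreated yeast above a set limit, then at least 30% activation at any dose in follow-up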;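 further: activators that raise dye reduction in frataxin-depleted yeast; strong numbers were not always called active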
Dynein transport: blocks dynein driven cargo transport along microtubules; z-score, hits read low; 3617.4 mouse cells, GR-EGFP nuclear translocation imaging; test concentration mostly 20 µM; stimulated with dexamethasone, 1 µM; active compounds read low; AID 1381; 0.47% of 220,000 active;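 active means plate z-score of nuclear minus cytoplasmic receptor signal below a set negative limit, without overly bright fluorescence or cell loss, cut at about -3.5 in these data, passing the limit was not always enough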;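 further: z-score of nuclear minus cytoplasmic ring GR-EGFP intensity difference per well; some compounds called inactive have numbers as strong as hits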
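Buffer or medium: Induction medium lacking tetracycline, stripped serum | Also added: Dexamethasone agonist, 1.0 µM final, for 30 min | Timing: 48 h induction, 1 h compound, 30 min dex at 37 °C | Detection: Formaldehyde fixation, Hoechst nuclear stain, 10x automated fluorescence imaging | Measure: Nuclear versus cytoplasmic GR-EGFP signal, averaged per well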
bCat nuc transl: modulators of beta-catenin nuclear translocation. 0.3% of 190,000 active. AID 1665. nuclear translocation activity, % at 5 µM. HeLa beta-catenin nuclear translocation, immunofluorescence imaging;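 active means nuclear translocation activity above 50% at 5 µM, with a well cell count of 50 or more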;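 further: per-cell ratio of nuclear to cytoplasmic median beta-catenin stain intensity; plate controls were DMSO negative control for no effect and GSK-3 inhibitor IX positive control for full effect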
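Technique: fluorescence imaging of beta-catenin antibody stain plus DAPI / Material: human HeLa cell line / Incubation: compound treatment 24 h, 37°C, 5% CO2 / Read-out basis: % activation of per-cell nuclear versus cytoplasmic median beta-catenin signal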
T cell modulator: T cell immune modulators affecting CD8 T cell-vesicle binding; 2C CD8+ T cell-vesicle binding, flow cytometry; active compounds read low; 0.068% of 330,000 active; calls only at 7 µM;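 active means response, share of CD8 T cells binding vesicles, and their 90th percentile fluorescence all below set limits, cut at about 80% in these data, passing the limit was not always enough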
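incubation = binding step 1.5 h, 37 °C, antibody labelling 20 min, ice | test system = 2C mouse CD8+ T cells | read-out basis = percent CD8+ FL2 mean versus row control | controls = Peptide-free naked vesicles (low) and QL9 vesicles with 0.7% DMSO vehicle (high) | detection = flow cytometry of vesicle-bound cells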
P. falciparum M1AAP: malaria alanyl aminopeptidase activity blockers – biochemical, fluorogenic H-Leu-NHMec substrate, 1536-well (AID 1445); recombinant M1AAP, H-Leu-NHMec fluorogenic kinetic assay; higher % means a stronger effect; inhibition, % at 30 µM, or IC50 in µM where a hit was titrated; 0.42% of 220,000 active;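 active means primary inhibition above the hit cutoff, then over 50% inhibition at one or more dose response concentrations, cut at about 23% in these data, passing the limit was not always enough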;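 further: plate controls were DMSO full reaction for no effect and no enzyme background for full effect; strong numbers were not always called active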
Autophagy HCS: alters autophagy in cells; MEF GFP-LC3 puncta imaging; test concentration mostly 10 µM; calls only at 10 µM (by protocol); 0.98% of 190,000 active; AID 463193;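 active means percentage of spot-positive cells more than 3 SD above its plate mean, without a fluorescence outlier flag or 80% toxicity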;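 further: spot-positive cell cutoff set from DMSO-treated cells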
WT yeast gro inh mutant strain: second read-out of WT yeast gro inh, no call of its own (marks repeat the call); inhibition, %; mitochondrial fusion phenotypic screen, mutant strain inhibition
Dynein transport cytoplasmic EGFP: recorded beside Dynein transport, whose call it bears; z-score; measured here: cytoplasmic GR-EGFP intensity; active compounds read high
Dynein transport nuclear GR-EGFP: also measured in Dynein transport; calls as there; z-score; measured here: nuclear GR-EGFP intensity;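 lower value marks the stronger effect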
Dynein transport cell count: recorded beside Dynein transport, whose call it bears; z-score; measured here: cell count per field
bCat nuc transl cell count 5 µM: also measured in bCat nuc transl; calls as there; cell count; measured here: cell count, cytotoxicity flag
T cell modulator vesicle-bound %: recorded beside T cell modulator, whose call it bears; double positive events, %; measured here: CD8+ vesicle-bound cell fraction;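 binding gate set so that unloaded-vesicle control wells show 10% double positive cells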
MT stabilizer Hoechst-high %: also measured in MT stabilizer; calls as there; % Hoechst-high responders; measured here: nuclear condensation Hoechst responders;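 share of cells brighter than vehicle mean plus two SD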
MT stabilizer cytotoxicity %: also measured in MT stabilizer; calls as there; toxicity, %; measured here: cytotoxicity by cell density;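 0% = mean cell density of plate MIN control wells and 100% = no cells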
Autophagy HCS cell loss 18 h: further read-out of Autophagy HCS, marked with its call; toxicity, %; measured here: cell loss, nuclei count;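 cell loss after 18 h compound exposure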
An asterisk follows results filed as active; i = inactive; . = not tested or not shown.

SMILES	P. falciparum M17LAP	MT stabilizer	MT stabilizer Hoechst-high %	MT stabilizer cytotoxicity %	WT yeast gro inh	WT yeast gro inh mutant strain	Yfh1-off respiration	Dynein transport	Dynein transport cytoplasmic EGFP	Dynein transport nuclear GR-EGFP	Dynein transport cell count	bCat nuc transl	bCat nuc transl cell count 5 µM	T cell modulator	T cell modulator vesicle-bound %	P. falciparum M1AAP	Autophagy HCS	Autophagy HCS cell loss 18 h
CCOc1cccc(N(C(=O)C2COc3ccccc3O2)C(C(=O)NC2CCCCC2)c2ccc(O)cc2)c1 (stereo unspecified)	8%	1.3	1.9	8.2	1	11	i	0.32	-0.25	0.48	-0.84	1.4	1079	i	41	-1%	i	-10
CC1CCCC(C)N1S(=O)(=O)c1ccc(NC(=O)c2ccccc2C(=O)N2CCOCC2)cc1 (stereo unspecified)	-11%	3.0	1.5	10	5	2	i	0.026	-0.29	-0.68	0.22	-0.2	1098	i	37	-2%	i	10
CC1(c2ccc(Cl)cc2)NC(=O)CS1 (stereo unspecified)	3%	1.3	1.2	0.2	-3	-5	i	0.31	-0.35	0.69	0.12	-0.4	1618	i	53	0%	i	-9
CCCCN(Cc1ccccc1)S(=O)(=O)c1ccc2c(c1)n(C)c(=O)c(=O)n2C	7%	.	.	.	.	.	i	-0.52	-0.26	0.13	0.66	0.5	1383	i	29	2%	.	.
O=C(Nc1ccc2c(c1)C(=O)N(c1ccccc1)C2=O)c1cccs1	8%	2.7	1.2	8.2	3	0	i	0.48	-0.14	0.29	0.67	-1.5	997	i	40	7%	i	-6
CCOC(=O)N(CC)OC(=O)Nc1ccc(Cl)cc1	4%	1.3	1.7	8.3	7	-4	i	0.91	-0.095	0.44	-1.1	.	.	i	29	2%	i	2
O=C(O)C(Cc1ccccc1)N1Cc2ccccc2C1=O (stereo unspecified)	-1%	0.7	1.5	11	-18	-15	i	0.74	0.45	0.16	-2.1	.	.	i	42	0%	i	-12
Cc1cc(C)cc(NC(=O)Cn2c(=O)oc3cc(S(=O)(=O)N4CC(C)CC(C)C4)ccc32)c1 (stereo unspecified)	-2%	5.0	5.3	4.9	6	-18	i	-0.079	-0.29	-0.053	0.26	6.2	1171	i	13	3%	i	0
CS(=O)(=O)N(CC(=O)NCCSCc1ccccc1)c1ccccc1	7%	1.5	1.7	3.4	-1	-2	i	-0.46	-0.053	0.072	0.96	0.4	962	i	49	2%	i	-8
COc1ccc(-c2cc(C(=O)N3CCN(C(c4ccccc4)c4ccccc4)CC3)no2)cc1	-4%	1.5	1.1	6.4	-5	10	i	0.11	-0.19	-0.14	-0.16	-2.9	1412	i	38	7%	i	-8
C/C(=N\Nc1ncc(Cl)cc1Cl)c1cccs1	2%	2.3	2.2	13	13	10	i	0.73	-0.13	0.16	-1.5	0.3	1113	i	28	-3%	i	-7
CCCN(CCC)CCCNC(=O)c1cn(CC)c2ccc(S(=O)(=O)N3CCc4ccccc4C3)cc2c1=O	3%	4.8	3.6	12	-7	-17	i	0.5	1.3	0.2	-4.4	-1.1	1098	i	26	2%	i	-17
CCN1CCN(C(=O)c2cc(S(=O)(=O)Nc3ccc(S(C)(=O)=O)cc3)ccc2Cl)CC1	-8%	5.0	2.7	8.2	-12	15	i	1	-0.32	0.74	-1.1	-1.9	1145	i	25	6%	i	-2
N#Cc1c(NCCN)nc(-c2ccco2)c2c1CCCC2	-4%	3.6	1.1	14	22	27	i	2.1	1	1.3	-1.5	-1.5	925	i	37	7%	i	23
CC(=O)CSc1ncnc2sc3c(c12)CCC(C)C3 (stereo unspecified)	0%	3.1	1.0	1.9	12	32	i	-0.15	-0.29	-0.076	0.42	-1.3	851	i	43	5%	i	7
O=C(C/C=N\OCc1c(Cl)cccc1Cl)Oc1ccc(Cl)cc1Cl	1%	0.7	0.9	15	-6	-1	i	-0.42	0.21	-0.12	-0.35	.	.	i	22	3%	i	1
Cc1[nH]nc2c1C(c1cccc(OC(=O)N3CCOCC3)c1)C(C#N)=C(N)O2 (stereo unspecified)	-7%	2.3	1.6	7.8	-15	30	i	0.096	-0.2	0.053	0.29	1.9	1334	i	22	-1%	i	-8
O=C(O)c1ccc(S(=O)(=O)NC2CC2)cc1	.	.	.	.	.	.	i	0.31	-0.77	-0.025	-0.95	0.1	1324	i	52	.	.	.
C/C(=N\NC(=O)CCn1nc(C)cc1C)C(C)(C)C	13%	4.5	2.5	0.9	-18	5	i	1	-0.21	1.2	-1.9	1.1	1066	i	8	2%	i	23
CC1(C)c2ccccc2N2CCC(=O)NC21/C=C/c1ccco1 (stereo unspecified)	8%	2.3	1.4	11	-1	-16	i	-0.74	-0.2	-0.076	0.67	-5.4	988	i	29	13%	i	-1
Cc1cc(C)c(NC(=O)C2CC(=O)N(Cc3ccccc3)C2)c(C)c1 (stereo unspecified)	10%	2.1	3.2	11	-5	1	i	0.23	-0.18	0.18	0.092	-1.6	1074	i	30	4%	i	4
CCOC(=O)C1CCCN(C(=O)CNC(=O)Cn2ccc3ccccc3c2=O)C1 (stereo unspecified)	6%	1.5	2.4	10	-3	0	i	0.81	0.0061	1.2	-1.1	-1.1	1023	i	23	-3%	i	11
Cc1ccc(C(=O)N2CC(C)OC(C)C2)c(Cl)c1 (stereo unspecified)	-8%	1.1	2.1	7.5	-1	4	i	1.5	-0.36	0.64	-0.33	.	.	i	15	4%	i	-5
CN1C(=O)CC(N2CCN(C(=O)CN3CCCC3)CC2)C1=O (stereo unspecified)	-4%	5.2	2.5	4.4	6	14	i	1.6	-0.19	0.9	-0.23	.	.	i	27	1%	i	-4
CCNC(=O)c1ccc2c(c1)C1C3CCC(C3)C1C(c1ccccc1)N2 (stereo unspecified)	16%	0.9	4.0	6.0	55	19	i	-0.62	-0.31	-0.57	0.65	0.8	1015	i	34	8%	i	11
CCCCC(=O)Nc1ccc(C(=O)Nc2nc(CC(=O)OCC)cs2)cc1	7%	1.7	1.4	7.5	10	6	i	0.99	-0.22	0.69	0.37	-1.1	1235	i	37	4%	i	-10
Clc1ccc(Sc2ccc(/C=N/n3cnnc3)o2)cc1	10%	3.8	1.7	0.1	-10	6	i	-0.8	-0.22	-0.98	-0.036	3.0	1422	i	45	7%	i	-3
Cn1c(C(=O)OCC(=O)NCc2cccs2)cc2sccc21	-3%	1.4	1.4	6.1	-6	-19	i	-0.91	-0.18	-0.56	0.67	46	515	.	.	3%	i	4
CNc1cc(N2CCCCCC2)ccc1[N+](=O)[O-]	3%	2.7	2.6	3.6	14	18	i	0.035	-0.18	-0.29	0.1	3.6	1278	i	36	7%	i	21
COc1ccc(-n2ccnc2SCC(=O)NCc2ccc(F)cc2)c(OC)c1	10%	.	.	.	7	-10	i	0.34	-0.38	0.47	1.1	2.6	1110	i	66	4%	i	12
COc1cccc(-c2cc3nc4c(c(NCC(C)(C)CN(C)C)n3n2)CCCC4)c1	-8%	4.0	3.7	6.8	33	3	i	0.019	-0.24	0.16	0.19	-0.4	1565	i	12	10%	i	-1
CCn1cc(CNC(=O)CC2C(=O)NCCN2CC(c2ccccc2)c2ccccc2)cn1 (stereo unspecified)	-5%	2.2	1.6	1.0	-4	3	i	-1.8	0.081	-0.77	-0.22	-1.1	1140	i	45	9%	i	10
Cc1ccc(COc2ccsc2C(=O)NN)cc1	-1%	2.4	2.2	8.7	-8	-5	i	0.17	-0.28	0.25	-0.084	0.8	1022	i	53	6%	i	-2
CCCCn1cnc2c([nH]c3cc(OC)ccc32)c1=O	-5%	2.6	1.4	5.4	6	-9	i	-0.99	-0.11	-0.76	0.53	0.3	1289	i	18	3%	i	0
COc1ccc(OCC(O)Cn2cnc(-c3ccc(Br)cc3)c2)cc1 (stereo unspecified)	18%	3.2	1.7	6.4	-14	-13	i	-0.32	-0.26	-0.17	0.79	0.4	1141	i	36	1%	i	-1
CCOC(=O)c1oc2ccccc2c1CSc1nnnn1-c1ccc(C)cc1	-1%	3.5	2.0	4.2	28	11	i	0.74	-0.26	0.23	0.57	-3.0	592	i	22	-3%	i	-2
O=C(N/N=C/c1ccc2c(c1)OCO2)c1cc(-c2ccccc2Cl)nc2ccccc12	4%	2.9	2.5	5.7	36	5	i	1.4	-0.07	2.5	-1.7	.	.	i	42	2%	i	15

Compounds were not picked by outcome (roughly 4.4% active in at least one column).
